# GPR151 ag – human GPR151 activation; PathHunter beta-arrestin GPR151 cells, luminescence; activation, % at 11.2 µM; actives 1% (n = 650,000); AID 1508602; in the data active means activation above about 4.9%;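 further: 0% = median of compound wells and 100% = cells with positive control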
# Target sequence (Q8TDV0 whole entry, looked up): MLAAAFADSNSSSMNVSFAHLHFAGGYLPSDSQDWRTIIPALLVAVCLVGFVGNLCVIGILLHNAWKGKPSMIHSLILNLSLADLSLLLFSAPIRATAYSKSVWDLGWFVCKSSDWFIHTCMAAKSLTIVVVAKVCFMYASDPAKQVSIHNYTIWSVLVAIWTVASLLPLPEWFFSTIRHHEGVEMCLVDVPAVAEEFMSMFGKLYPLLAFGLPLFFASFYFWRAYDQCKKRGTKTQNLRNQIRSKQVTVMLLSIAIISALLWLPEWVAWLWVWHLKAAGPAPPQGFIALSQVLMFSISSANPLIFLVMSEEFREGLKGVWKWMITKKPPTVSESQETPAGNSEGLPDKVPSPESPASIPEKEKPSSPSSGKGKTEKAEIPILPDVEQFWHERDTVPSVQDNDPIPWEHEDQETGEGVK
# * hit, by the source's call.
compound | GPR151 ag
FC(F)(F)c1cccc(-c2nc3c(NCc4ccncc4)nccc3[nH]2)c1 | 2.0
O=C(NCc1nnc2n1CCCCC2)c1ccc(-c2ccc(F)cc2)o1 | 3.9
CNc1nnc(Sc2cnn(-c3ccccc3)c(=O)c2Cl)s1 | -0.3
Cc1cc(OCC(=O)NCc2ccccc2)c2cc(Br)ccc2n1 | -1.4
CC(C)(C)n1nc(-c2ccccc2)c2c(N)ncnc21 | 5.2*
C[C@H](C(N)=O)N1CCCC[C@@H]1c1ccc(OCc2cccc(F)c2)cc1 | -2.5
NCCN(C(=O)c1ccc(Cl)cc1Cl)c1ccc(OCc2ccc(Cl)cc2)cc1 | -0.5
Cc1cccc(NC(=O)c2cc(S(=O)(=O)N(C)c3ccc(F)cc3)ccc2Cl)n1 | -1.7
CCc1nc2ccccc2n1CC(O)COc1cc(C)ccc1Cl (configuration not stated) | 0.2
CC(=O)N(CCN(C(=O)c1ccc(F)cc1)c1ccccc1)c1ccccc1 | -0.7
O=[N+]([O-])c1cn2c(n1)OC[C@@H](OCc1ccc(OC(F)(F)F)cc1)C2 | 3.0
C[C@H](c1ccc2c(c1)CCCC2)N(C)c1ncc2c(N)nc(N)nc2n1 | 0.1
CNC(=O)CNc1nc(-c2ccccn2)nc2scc(-c3ccccc3)c12 | -2.0
CC(=O)Nc1ccc(-c2noc(CC3CCCN(Cc4cccc(F)c4C)C3)n2)cc1 (configuration not stated) | 0.0
O=C(Nc1ccc(C(F)(F)F)c(C(F)(F)F)c1)c1cc(Cl)ccc1O | -0.2
c1cncc(NCc2ccc(-c3cc4ccncc4cc3OC3CCNCC3)s2)c1 | 0.8
CN(C(=O)c1cc2c(-c3cncnc3)cccc2[nH]1)c1ccccc1 | -0.3
Clc1cccc(CO[C@H]2CCc3ccccc3[C@H]2n2ccnn2)c1 | 0.9
COc1ccc(C2=NN(C3CCCCCC3)C(=O)C2(C)C)cc1OCCCCOc1ccc(-c2nn[nH]n2)cc1 | 0.7
CC1CCCN(C(=O)C(C)Nc2cc(Cl)ccc2N2CCOCC2)C1 (configuration not stated) | 2.2
CCn1ncc2c(NC3CCOCC3)c(CNC(=O)c3ccnn3C)c(C)nc21 | 0.6
Nc1ncnc2n[nH]c(Cc3cccc4ccccc34)c12 | -1.4
Cc1cc(NC(=O)c2ccc(Oc3ccc(Cl)cc3O)o2)no1 | -1.0
CC(C)C(C(=O)Nc1ccc(S(=O)(=O)N(C)C)cc1)c1ccc(Cl)cc1 (configuration not stated) | -2.0
OC[C@H]1O[C@H](n2c3ccc(Cl)cc3c3c(-c4cc5ccccc5o4)ncnc32)C(O)[C@H]1O (some centres not stated) | -1.0

# New compounds follow:
compound | GPR151 ag
COc1cccc(OC)c1C(=O)Nc1ccc(Cl)c(-c2nc3ccccc3s2)c1 | 0.3
OCc1ccc(-c2cncc(Nc3cccc(Cl)c3)c2)cc1 | -1.0
Cc1[nH]c2cc(F)cc(F)c2c(=O)c1-c1ccc(Oc2ccc(OC(F)(F)F)cc2)cc1 | 0.9
CS(=O)(=O)c1cccc(-c2cnc3[nH]cc(-c4ccc(CCC(=O)O)cc4)c3c2)c1 | -0.3
CCCCc1ccc(C(=O)Nc2nccc3ccccc23)nc1 | 1.4
COc1ccc(OC(C)C(=O)Nc2ccc(Cl)cc2C)cc1 (configuration not stated) | -1.8
CCC(Sc1nc2ccccc2o1)C(=O)Nc1nccs1 (configuration not stated) | -2.8
c1ccc(C[C@H]2CN(c3nccc(Oc4ccc(-n5ccnc5)cc4)n3)CCN2)cc1 | 1.9
O=C(Nc1cccc(Cl)c1)c1cnc(N2CCN(c3ccncc3)CC2)c(Cl)c1 | -0.3
Cc1nc(-c2ccccn2)nc(NCCc2ccc(S(C)(=O)=O)cc2)c1Cl | -3.0
Cc1ccc2[nH]c(C3CCCNC3)c(-c3ccncc3)c2c1 (configuration not stated) | -2.6
CN1CCC(c2cc(-c3ccncc3)c(-c3ccc(F)cc3)[nH]2)CC1 | -1.1
CC(C)(CN)c1nc(-c2ccc(Cl)c(O)c2)c(-c2ccnc(N)n2)[nH]1 | 0.7
COc1ccc(C2=NN(C3CCCCCC3)C(=O)[C@@H]3CC=CC[C@@H]23)cc1OCCCCOc1ccc(-c2nn[nH]n2)cc1 | 1.7
COC(=O)c1cccc2oc(-c3cccc(OC)c3NC(=O)c3cc(-c4ccccc4)on3)nc12 | -2.2
CCNC(=O)C(C)Nc1nc(-c2cccnc2)nc2sc(C)c(C)c12 (configuration not stated) | -2.2
CC(C)(C)C(=O)N(CCCCCCN1C[C@@H](O)[C@@H](O)[C@@H](O)[C@H]1CO)C1CCCCCC1 | -1.2
O=C(NCCc1ccccc1)c1cc(-c2cccnc2)cnc1NCC1CC1 | -0.1

# The list is partial, so the mix of outcomes need not match the whole.
